Screening data from PubChem BioAssay.
TLR4 MyD88 comp: inhibitors of human TLR4-MyD88 binding; inhibition, % at 8.4 µM; HeLa CL3-4 TLR4/MyD88 BLA complementation, FRET ratio; hit rate 0.18% among 200,000; O00206+Q99836; AID 861; in the data active means inhibition above about 25%;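 further: 0% = vehicle and 100% = reference inhibitor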
Target sequence (O00206 whole entry, looked up): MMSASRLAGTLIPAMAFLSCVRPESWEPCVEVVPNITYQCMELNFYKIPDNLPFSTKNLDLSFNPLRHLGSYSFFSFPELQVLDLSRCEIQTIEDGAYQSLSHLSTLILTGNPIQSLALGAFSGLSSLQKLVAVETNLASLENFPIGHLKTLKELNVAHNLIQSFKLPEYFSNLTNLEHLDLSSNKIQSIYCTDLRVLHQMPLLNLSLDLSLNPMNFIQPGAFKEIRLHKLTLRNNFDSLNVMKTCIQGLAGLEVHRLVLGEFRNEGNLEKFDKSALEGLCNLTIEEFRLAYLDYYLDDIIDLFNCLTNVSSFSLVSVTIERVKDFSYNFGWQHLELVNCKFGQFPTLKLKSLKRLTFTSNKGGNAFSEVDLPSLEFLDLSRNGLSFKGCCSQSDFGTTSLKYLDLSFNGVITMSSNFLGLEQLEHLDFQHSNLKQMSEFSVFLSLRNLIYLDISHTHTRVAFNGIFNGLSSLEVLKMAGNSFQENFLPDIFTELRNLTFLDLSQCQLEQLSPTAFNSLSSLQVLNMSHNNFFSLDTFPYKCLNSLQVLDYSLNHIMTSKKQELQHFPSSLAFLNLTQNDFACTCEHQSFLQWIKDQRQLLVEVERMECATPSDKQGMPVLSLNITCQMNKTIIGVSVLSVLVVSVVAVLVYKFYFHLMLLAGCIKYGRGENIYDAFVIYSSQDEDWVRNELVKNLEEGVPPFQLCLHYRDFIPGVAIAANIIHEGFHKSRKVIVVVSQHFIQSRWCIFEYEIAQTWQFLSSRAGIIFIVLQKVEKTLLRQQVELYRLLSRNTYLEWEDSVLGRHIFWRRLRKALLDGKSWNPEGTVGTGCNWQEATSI
Target sequence (Q99836 whole entry, looked up): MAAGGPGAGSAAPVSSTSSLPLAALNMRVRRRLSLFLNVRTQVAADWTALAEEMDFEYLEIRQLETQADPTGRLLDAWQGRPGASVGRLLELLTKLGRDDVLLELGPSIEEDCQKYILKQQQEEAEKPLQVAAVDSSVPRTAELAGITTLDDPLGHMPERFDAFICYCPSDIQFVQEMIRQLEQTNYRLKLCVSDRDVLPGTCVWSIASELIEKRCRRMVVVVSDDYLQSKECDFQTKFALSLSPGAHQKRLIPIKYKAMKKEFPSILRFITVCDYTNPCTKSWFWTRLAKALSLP
STAT1 inh: inhibitors of IFN-gamma induced STAT1 signaling | hit rate 0.35% among 200,000 | inhibition, % at 5.5 µM | NIH 3T3 STAT1-luciferase reporter, luminescence;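 active means inhibition above a set limit, the mean inhibition across all tested compounds plus 3 SD, cut at about 34% in these data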;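 further: 0% = IFN-gamma with DMSO and 100% = IFN-gamma with 300 µM nifuroxazide; values of inactives mirror those of a sister screen read the other way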
STAT3 inh: inhibitors of IL-6 induced STAT3 signaling | hit rate 0.89% among 190,000 | AID 862 | U3A cells, IL-6 STAT3-luciferase reporter, luminescence; host cell line lacks STAT1 | inhibition, % at 5.5 µM;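 active means inhibition above the mean inhibition across all screened compounds plus 3 SD, cut at about 44% in these data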;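 further: 0% = DMSO only wells and 100% = 100 µM nifuroxazide control wells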
STAT1 act: increases IFN-gamma driven STAT1 reporter signal | NIH 3T3 STAT1-luciferase reporter, luminescence; 100% = IFN-gamma alone, no compound | activation (% of control), % at 5.5 µM | hit rate 2.6% among 200,000;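 active means activation above the screen-wide mean activation plus 3 SD, cut at about 130% in these data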;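 further: raw ratio to IFN-gamma control signal so 100% means no change and 0% no light; values of inactives mirror those of a sister screen read the other way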
Hsp70 activator: Hsp70 transcriptional activation, primary screen; HeLa Hsp70 promoter luciferase reporter, luminescence; scaled: vehicle 0, proteasome-inhibitor control 100%; activation, % at 10 µM; hit rate 0.04% among 200,000; AID 1203;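 active means activation above the mean across all tested compounds plus 3 SD, cutoff set per campaign, cut at about 5.5% in these data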;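 further: 100% = MG132 at 30 µM as the positive control and 0% = DMSO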
HMGR II inh: inhibitors of class II HMG-CoA reductase from Enterococcus faecalis | inhibition, % at 10 µM | hit rate 0.41% among 190,000 | purified E. faecalis HMGR, NADPH absorbance 340 nm kinetic;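 active means inhibition above a set limit, the median over all tested compounds plus 3 SD, cut at about 9.5% in these data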;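 further: enzyme runs in reverse so mevalonate oxidation gives rising NADPH absorbance; 0% = complete reaction with DMSO and 100% = background rate lacking mevalonate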
NF-kB neuron act: compounds increasing NF-kB expression in human neuronal cells. NF-kB reporter expression; stronger effect = higher value. fold change at 12.5 µM. hit rate 1.6% among 190,000; in the data active means fold change above about 3.3
STAT3 act: increases IL-6 driven STAT3 reporter signal. U3A cells, IL-6 STAT3-luciferase reporter, luminescence; 100% = signal with IL-6 EC80 alone. activation (% of control), % at 5.6 µM. hit rate 0.91% among 190,000;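 active means activation above the screen-wide mean of compound activation plus 3 SD, cut at about 130% in these data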;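 further: 0% = background luminescence of wells with medium and substrate only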
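Test system: Human STAT1-deficient U3A cells with stable STAT3-luciferase reporter | Also added: Interleukin-6, 33 ng/mL | Timing: Compound pre-incubation 1 h before IL-6, then 6 h stimulation at 37 °C | Technique: Luciferase reporter luminescence | Read-out: Percent of IL-6-only median luminescence | Benchmarks: IL-6-only wells as 100% reference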
DTT redox prof: compounds producing H2O2 with reducing agent – biochemical, NIH compound library profiling, artefact control for MLSCN library redox annotation, primary screen; DTT-dependent redox cycling H2O2, phenol red/HRP absorbance; 100% = 100 µM peroxide control, 0% = buffer; activation, % at 10 µM; hit rate 0.03% among 200,000;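 active means activation of at least 50% relative to the plate's high and low controls in the primary single-dose screen; inactive means activation below 50%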;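 further: compound incubated with DTT at 0.8 mM final as the reducing agent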
APP 5'UTR act: APP 5'UTR luciferase reporter activation; SH-SY5Y APP 5'UTR luciferase reporter, luminescence; zero percent = DMSO vehicle wells; activation, % at 2 µM; hit rate 1% among 190,000;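 active means activation above a set limit, based on mean plus 3 SD of controls, cut at about 140% in these data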; further: values of inactives mirror those of a sister screen read the other way
An asterisk follows results filed as active; . = not tested or not shown.

SMILES	TLR4 MyD88 comp	STAT1 inh	STAT3 inh	STAT1 act	Hsp70 activator	HMGR II inh	NF-kB neuron act	STAT3 act	DTT redox prof	APP 5'UTR act
Cc1ccc(C)n1-n1cnc2scc(-c3cccs3)c2c1=O	3	-1	0	101	-0.4	-2	0.83	105	-1.3	-9
CCOC(=O)c1c(-c2ccc(OCC)cc2)csc1NC(=O)CCN1C(=O)c2ccccc2C1=O	-14	-4	-6	104	-0.4	-6	1	104	0.4	-15
N#CCSc1nc2ccccc2c(=O)n1CCCC(=O)NCC1CCCO1 (configuration not stated)	-28	14	8	87	0.0	-4	1.1	102	-0.1	19
O=C(Nc1ccccc1N1CCN(c2ccc(F)cc2)CC1)c1ccccc1	-2	2	22	98	-0.4	2	1.1	84	0.2	10
O=C(c1cccc(S(=O)(=O)N2CCOCC2)c1)N1CCOCC1	12	-4	6	103	0.0	-1	1.1	99	2.4	26
Cc1cc(C(=O)CN2CCCCC2)c(C)n1-c1ccc(F)cc1	-8	-34	-15	130*	-0.1	-3	1.2	109	0.3	29
N/C(=N\OC(=O)Cc1ccc(-c2ccccc2)cc1)c1ccccn1	-3	-1	3	101	-0.2	-13	0.57	100	1.0	7
COc1cc(NC(=O)c2ccc(Br)o2)ccc1NC(=O)c1ccccc1Cl	1	-3	27	107	-0.2	-3	0.51	80	0.6	.
COc1cc(/C=N/N=C(/N)c2nonc2N)cc(Br)c1OCc1ccccc1C	-15	-13	17	112	-0.2	-3	1.6	86	0.5	36
CN(C)c1nc(-c2ccccc2)ncc1S(=O)(=O)c1ccccc1	3	-26	1	121	-0.3	-1	1.5	105	-0.1	22
CCc1ccc(NC(=O)c2ccc3c(c2)C(=O)N(CCOC)C3Nc2ccc(CC)cc2)cc1 (configuration not stated)	-4	-9	-9	109	0.3	-1	0.9	107	2.5	5
COc1cccc(C(c2sc3ncnn3c2O)N2CCN(C(=O)c3ccco3)CC2)c1 (configuration not stated)	20	18	5	84	-0.3	3	1.2	100	-1.4	-5
COc1ccc(CNC(=O)C2CCCN(S(=O)(=O)c3cc(C)ccc3OC)C2)cc1 (configuration not stated)	-1	6	-2	94	-0.4	2	0.65	108	2.5	14
Cc1cc(SCC(=O)NC(=O)NCc2ccco2)nc2c(C)cccc12	-1	4	8	97	0.0	-1	1.3	97	-2.3	-4
CCCOc1ccc(NC(=O)C2OC3OC(C)(C)OC3C3OC(C)(C)OC23)cc1 (configuration not stated)	8	5	6	96	-0.1	-1	1	102	0.2	-3
COc1ccc(-c2csc(N3C(=O)CNC3=S)n2)cc1	6	-89	3	179*	0.1	-4	5.3*	100	0.6	204*
CCCCN(Cc1ccccc1)S(=O)(=O)c1ccc2[nH]c(=O)oc2c1	-5	0	6	100	0.0	-4	0.99	97	-5.0	-49
COc1ccc(OCC(O)CNC(=O)c2ccc(OC)cc2)cc1 (configuration not stated)	-9	1	8	97	0.0	-2	1.1	101	0.2	5
Cc1nc(S(=O)(=O)c2ccc(Cl)cc2Cl)nc2c1CCC2	-4	3	-3	97	-0.2	-1	0.91	107	-0.1	3
O=C(CCl)N1c2ccccc2OCC1c1ccccc1 (configuration not stated)	2	-1	-5	101	-0.2	-5	0.98	104	0.3	-13
Cc1ccc(O)c(NC(=O)CSc2ccc(Cl)cc2)c1	4	-9	27	107	-0.1	1	1.6	81	-0.6	17
CC1CCN(C(=O)COc2ncnc3ccccc23)CC1	2	-15	5	114	0.0	-1	1.2	97	-1.8	12
CC(=O)NS(=O)(=O)c1ccc(N=NN2CCOCC2)cc1	-7	-2	-1	102	-0.3	-3	1	99	0.0	3
CC(C)(O)C#Cc1ccc(CN2CCN(Cc3ccsc3)C(CCO)C2)s1 (configuration not stated)	-11	8	8	92	-0.2	-1	0.88	97	-1.3	2

A draw from above in order of formula weight, low to high.
SMILES	TLR4 MyD88 comp	STAT1 inh	STAT3 inh	STAT1 act	Hsp70 activator	HMGR II inh	NF-kB neuron act	STAT3 act	DTT redox prof	APP 5'UTR act
CC1CCN(C(=O)COc2ncnc3ccccc23)CC1	2	-15	5	114	0.0	-1	1.2	97	-1.8	12
COc1ccc(-c2csc(N3C(=O)CNC3=S)n2)cc1	6	-89	3	179*	0.1	-4	5.3*	100	0.6	204*
Cc1ccc(O)c(NC(=O)CSc2ccc(Cl)cc2)c1	4	-9	27	107	-0.1	1	1.6	81	-0.6	17
CC(=O)NS(=O)(=O)c1ccc(N=NN2CCOCC2)cc1	-7	-2	-1	102	-0.3	-3	1	99	0.0	3
COc1ccc(OCC(O)CNC(=O)c2ccc(OC)cc2)cc1 (configuration not stated)	-9	1	8	97	0.0	-2	1.1	101	0.2	5
Cc1nc(S(=O)(=O)c2ccc(Cl)cc2Cl)nc2c1CCC2	-4	3	-3	97	-0.2	-1	0.91	107	-0.1	3
CCCCN(Cc1ccccc1)S(=O)(=O)c1ccc2[nH]c(=O)oc2c1	-5	0	6	100	0.0	-4	0.99	97	-5.0	-49
Cc1cc(SCC(=O)NC(=O)NCc2ccco2)nc2c(C)cccc12	-1	4	8	97	0.0	-1	1.3	97	-2.3	-4
CCCOc1ccc(NC(=O)C2OC3OC(C)(C)OC3C3OC(C)(C)OC23)cc1 (configuration not stated)	8	5	6	96	-0.1	-1	1	102	0.2	-3
COc1ccc(CNC(=O)C2CCCN(S(=O)(=O)c3cc(C)ccc3OC)C2)cc1 (configuration not stated)	-1	6	-2	94	-0.4	2	0.65	108	2.5	14
COc1cccc(C(c2sc3ncnn3c2O)N2CCN(C(=O)c3ccco3)CC2)c1 (configuration not stated)	20	18	5	84	-0.3	3	1.2	100	-1.4	-5
CCc1ccc(NC(=O)c2ccc3c(c2)C(=O)N(CCOC)C3Nc2ccc(CC)cc2)cc1 (configuration not stated)	-4	-9	-9	109	0.3	-1	0.9	107	2.5	5

(next part)
SMILES	TLR4 MyD88 comp	STAT1 inh	STAT3 inh	STAT1 act	Hsp70 activator	HMGR II inh	NF-kB neuron act	STAT3 act	DTT redox prof	APP 5'UTR act
COC(=O)/C=C/COc1ccccc1[N+](=O)[O-]	-2	-22	-6	120	-0.1	4	1.9	106	-0.6	23
O=C(c1ccc(F)cc1)n1c(NCc2ccccc2)n[nH]c1=S	-3	-13	19	112	0.1	-2	1.1	88	-0.9	14
CCOCCCNC(=S)N1CCC(NC(=O)C23CC4CC(CC(C4)C2)C3)CC1	14	0	15	98	-0.3	-7	1.1	92	-1.5	4
O=C(NCc1ccccc1)C(c1ccc(F)cc1)N(Cc1ccc2c(c1)OCO2)C(=O)Cn1nnc(-c2cccs2)n1 (configuration not stated)	-2	2	0	99	-0.3	-2	1.1	101	2.3	-8
O=C(NC1CCCC1)C1(c2ccccc2)CCN(S(=O)(=O)c2ccccc2)CC1	-9	11	0	90	-0.1	-3	0.79	101	0.3	22
CCCCCCCCC(=O)N/N=C(\C)c1ccc(O)cc1O	-6	7	1	93	-0.3	-3	0.98	103	-0.2	-16
Cn1c(COc2nnc(-c3ccc(Cl)cc3)c3ccccc23)nc2ccccc21	13	7	13	93	-0.1	0	1.1	99	0.7	-2
Cc1ccc(NC(=O)CC(O)(C(F)(F)F)C(F)(F)F)c(Br)c1	13	-3	3	104	-0.1	-1	1.3	101	0.5	-16
COc1cccc(OCC(=O)NNC(=O)Cc2cccs2)c1	0	-8	-6	107	-0.3	-1	1.2	106	0.1	-5
Cn1c(=O)c2c(ncn2CC(=O)OCC(=O)NC(c2ccccc2)c2ccccc2)n(C)c1=O	0	4	2	97	-0.5	-1	1.1	102	-0.2	2
Cc1ccc(NC(=O)CSc2nnc(-c3cccs3)n2Cc2ccco2)cc1	-1	10	14	91	-0.1	0	0.86	92	-0.4	-5
CN(C)c1ccc(/C=c2\sc3nc(-c4ccccc4)nn3c2=O)cc1	0	-2	-6	102	-0.1	0	0.99	107	-1.2	6
N#Cc1nc(-c2ccc(F)cc2)oc1NCCN1CCOCC1	-5	1	-2	99	-0.2	-4	1.1	106	-0.8	-9
Cc1c(Cl)cccc1NC(=S)NN	-2	-13	7	111	-0.2	-6	0.73	100	-0.6	-26
COc1ccc(/C=C2/SC(=O)N(CCCCCC(=O)Nc3ccccc3C(=O)O)C2=S)cc1	-14	-2	5	102	-0.1	-3	0.8	104	-0.3	-1
CCOC(=O)C1CSc2[nH]c(=O)sc2C1c1ccccc1 (configuration not stated)	-5	13	7	88	-0.4	2	1.2	93	-0.1	27
COc1cccc(OC)c1C(=O)NC(=S)Nc1ccc(N2CCOCC2)c(Cl)c1	-1	21	11	80	0.1	2	1.1	97	0.5	-4
O=C(CCN1CCN(C/C=C/c2ccccc2)CC1)Nc1ccccc1F	-6	-4	0	104	-0.3	0	0.95	100	.	1
O=C(C[n+]1cc(Br)cc(Br)c1)c1cccc([N+](=O)[O-])c1	-16	-3	9	100	0.1	0	1.1	97	-0.1	2
O=C(N/N=C/c1ccc(O)cc1)c1cccc(C(F)(F)F)c1	-6	0	-9	100	-0.2	-4	1.2	105	-0.1	-8
CCOC(=O)c1c(C)oc(NC(=O)CCl)c1C(=O)OCC	10	9	9	90	-0.1	-7	1.1	97	-0.6	6
COc1ccc(C(=O)/C=C2/Sc3cc4c(cc3N2C)OCO4)cc1	0	-5	12	104	-0.1	-8	1.2	86	0.3	22
CCc1ccccc1NC(=O)Cn1nnc(-c2cccnc2)n1	-1	-4	-1	104	0.0	-5	1.1	104	-6.5	5
Cc1cc([N+](=O)[O-])nn1CC(=O)N1CCCc2ccccc21	-17	-3	-12	103	-0.1	1	0.9	108	-0.8	-5
COc1ccccc1N1CCN(C(=O)CN2C(=O)c3cccc4cccc(c34)C2=O)CC1	-1	-5	2	103	-0.2	-10	0.73	100	-0.3	6
CCC(C)(C)n1nnnc1C(c1ccc(C)cc1)N1CCN(Cc2ccc3c(c2)OCO3)CC1 (configuration not stated)	5	11	3	90	-0.3	-4	0.87	99	1.1	10
COc1ccccc1CNC(=O)C1CC(=O)N(C2CCCC2)C1 (configuration not stated)	6	3	8	97	-0.2	1	1.2	96	0.7	-11
COc1ccc(OC)c(S(=O)(=O)Nc2ccc(O)c(Sc3ncn[nH]3)c2)c1	-15	-11	-1	110	-0.1	-1	1.5	105	3.6	5
CCOC(=O)N1CCN(C(=O)c2ccc(N3C(=O)CCC3=O)cc2)CC1	2	5	1	95	-0.3	-3	1.1	103	0.2	15
Cc1ccccc1CNC1CCCCC1	2	-5	2	104	0.3	0	1	102	-0.1	10
